# Screens deposited in PubChem BioAssay by several laboratories.
# TMEM16A act – mouse TMEM16A channel activation, primary screen; Q8BHY3; HEK293 TMEM16A/YFP-H148Q/I152L, iodide quench fluorescence; stronger effect = lower value; B-score at 10 µM; actives 0.3% (n = 340,000); AID 623877;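 active = fluorescence-ratio B-score plate-corrected deviation score at least 3 library SD below zero, with starting fluorescence score within 5 deviations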;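 also: channel opened by trigger with iodide after compound preincubation; score built on the fluorescence ratio of max minus min over baseline; more negative score means more quench and so TMEM16A activation or potentiation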
# TRPC4 inh – inhibitors of mouse TRPC4 channel. Q9QUQ5. HEK293 TRPC4beta/mu-opioid, DAMGO-evoked Fluo4 calcium flux; stronger effect = lower value. B-score at 10 µM. actives 0.39% (n = 300,000). AID 2247;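 active = B-score over 3 SD under the library average, no early fluorescence shift, positive overall ratio signal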
#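 material = TRPC4beta/mu-opioid receptor HEK293 cell line | probe or stimulus = sequential submaximal and maximal DAMGO stimulation | compound dosing = one concentration per compound | measured by = Fluo4 Ca2+ flux fluorescence | evaluation = integrated fluorescence ratio relative to baseline, converted to per-well B score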
# MrgX1 agonist – agonists of human MrgX1 receptor; Q96LB2; MrgX1-HEK293 cells, Fluo-4 calcium fluorescence, agonist mode; stronger effect = higher value; B-score at 10 µM; actives 0.44% (n = 310,000);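 active = calcium response B-score plate-corrected fluorescence ratio at least 3 library SD, with starting fluorescence B-score inside 5 SD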
# Target sequence (Q96LB2 whole entry, looked up): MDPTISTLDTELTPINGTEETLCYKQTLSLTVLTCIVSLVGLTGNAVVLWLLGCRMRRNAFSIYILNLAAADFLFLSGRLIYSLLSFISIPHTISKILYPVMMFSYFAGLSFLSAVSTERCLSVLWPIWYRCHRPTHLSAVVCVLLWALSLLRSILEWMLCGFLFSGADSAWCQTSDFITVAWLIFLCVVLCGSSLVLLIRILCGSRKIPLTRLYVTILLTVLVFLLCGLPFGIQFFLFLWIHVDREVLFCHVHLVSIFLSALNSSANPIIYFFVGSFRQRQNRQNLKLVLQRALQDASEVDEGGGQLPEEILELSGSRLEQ
#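 Material: MrgX1-expressing HEK293 cells; input: 15,000 cells per well; doses: test compound given as first of three sequential additions; schedule: overnight plating before 1 h dye loading; technique: Fluo-4 NW calcium-flux fluorescence, kinetic read; evaluation: baseline-normalised fluorescence change ratio, B-scored; control set: plate-wise positive and negative controls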
# TMEM16A inh – inhibitors of mouse TMEM16A calcium-activated chloride channel; HEK293 TMEM16A/YFP iodide influx fluorescence, ionomycin; Q8BHY3; normalized B-score (activity score, 25-100; higher = stronger inhibition) at 10 µM; actives 1.2% (n = 310,000);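 active = ratio plate-corrected score three or more library SD toward inhibition, starting fluorescence score within five deviations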;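 also: score derived from kinetic fluorescence span divided by baseline fluorescence per well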
# MrgX1 antag – antagonists of human MrgX1 receptor | Q96LB2 | MRGX1-HEK293 calcium flux, Fluo-4, BAM8-22 antagonism; stronger effect = lower value | B-score at 10 µM | actives 1.3% (n = 310,000) | AID 588676;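 active = calcium-response B-score plate-corrected more than 3 library SD below zero, starting fluorescence within 5 deviations, no agonist response on first addition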;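 also: peak minus trough fluorescence over baseline after final BAM8-22 challenge near maximal dose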
# TRPC6 act – mouse TRPC6 channel activation. HEK293-TRPC6 membrane potential dye fluorescence; stronger effect = higher value. B-score at 10 µM. actives 0.13% (n = 310,000);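 active = B-score of the integrated fluorescence ratio above library mean plus 3 SD, and starting fluorescence ratio within library mean plus 5 SD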;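 also: higher score means more depolarization so channel activation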
# SKKanGAS inh – SKKanGAS growth inhibition. S. pyogenes SKKanGAS, kanamycin growth, BacTiter-Glo, 6 h. inhibition, % at 7.5 µM. actives 1.3% (n = 300,000);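 active = mean replicate score, as percent of positive control median, at least 50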;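 also: strain carries kanamycin resistance gene driven by streptokinase promoter and grows in 40 µg/ml kanamycin; loss of luminescence reflects streptokinase promoter inhibition or plain growth inhibition; 0% = median of DMSO wells and 100% = positive control at its reference dose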
# TRPC4 PAM – allosteric potentiators of mouse TRPC4 channel | Q9QUQ5 | HEK293 TRPC4beta/mu-opioid, DAMGO EC20, Fluo-4 Ca2+ flux; stronger effect = higher value | B-score at 10 µM | actives 0.42% (n = 310,000);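 active = B-score of calcium response area above 5 SD of library B-scores, with initial fluorescence ratio within 5 SD of library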;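 also: B-score of integrated fluorescence ratio over time as area under calcium response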
# TRPC6 inh – blocks the mouse TRPC6 cation channel; HEK293-TRPC6, membrane potential dye, ACh-evoked depolarization; stronger effect = lower value; B-score at 10 µM; actives 1.1% (n = 310,000); AID 2553;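 active = B-score under library mean minus 3 SD, initial fluorescence not abnormally high, positive integrated signal ratio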;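 also: B-score derived from integrated fluorescence ratio over the kinetic read; more negative B-score means stronger inhibition of depolarization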
# TRPC4 act – TRPC4 (mouse) channel activation | Q9QUQ5 | HEK293 TRPC4beta/mu-opioid, Fluo4 calcium fluorescence; stronger effect = higher value | B-score at 10 µM | actives 0.49% (n = 310,000) | AID 2237;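 active = B-score above 5 SD of library B-scores, and initial fluorescence ratio not above library mean plus 5 SD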;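 also: positive B-score marks a calcium rise read as TRPC4 activation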
#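 Material: HEK293 stable line with TRPC4beta plus mu-opioid receptor; technique: Fluo4 calcium-sensitive dye fluorescence, kinetic, 1 Hz baseline; timing: Fluo4 dye loading 45 min at room temperature, 110 s recording; controls: assay buffer as low control, maximal DAMGO as high control; read-out: integrated baseline-normalised fluorescence ratio, converted to per-well B score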
# MrgX1 PAM – allosterically activates human MrgX1 receptor signaling. Q96LB2. MrgX1-HEK293, Fluo-4 calcium flux, FDSS; stronger effect = higher value. B-score at 10 µM. actives 0.63% (n = 310,000). AID 588675;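 active = plate-corrected calcium response at least 3 library SD above typical, normal starting fluorescence, not activating the receptor alone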;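 also: compound read alongside a low EC10 to EC30 dose of BAM8-22 agonist; peak minus trough fluorescence over baseline measured at the second addition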
# Starred values were filed as active, the others as inactive; i = inactive; · = not tested or not shown.
SMILES,TMEM16A act,TRPC4 inh,MrgX1 agonist,TMEM16A inh,MrgX1 antag,TRPC6 act,SKKanGAS inh,TRPC4 PAM,TRPC6 inh,TRPC4 act,MrgX1 PAM
O=C(O)C1CCN(c2ccc(S(=O)(=O)N3CCOCC3)cc2[N+](=O)[O-])CC1,i,i,i,i,i,i,1,i,i,i,i
CCOc1ccc(OCC)c(NC(=O)CSCC(=O)O)c1,i,i,i,i,i,i,-6,i,i,i,i
[O-]/[N+](=C\c1ccccc1)[C@@H]1CCCC[C@@H]1/[N+]([O-])=C/c1ccccc1,i,i,i,i,i,i,-2,i,i,i,i
O=C(Nc1ccc(C(=O)N2CCC(O)(c3ccc(Cl)c(C(F)(F)F)c3)CC2)cc1)c1ccc(Br)o1,i,·,i,i,i,·,·,·,·,·,i
CCOC(=O)C(Cc1ccccc1)C(=O)Nc1ccc(NC(=O)C(Cc2ccccc2)C(=O)OCC)cc1 (stereo unspecified),i,i,i,i,i,i,4,i,i,i,i
COC(=O)[C@@H](Cc1ccccc1)NC(=O)NCCc1ccc(OC)c(OC)c1,i,i,i,i,i,i,-1,i,i,i,i
CCOC(=O)N1CCC(NC(=O)c2cc(C(=O)Nc3ccc(F)cc3F)ccc2CO)CC1,i,i,i,i,i,i,-6,i,i,i,i
Cc1ccc(NC(=O)CCN2CCN(C)CC2)cc1,i,i,i,i,i,i,-5,i,i,i,i
Cc1c(NC(=O)COC(=O)CCc2c[nH]c3ccccc23)c(=O)n(-c2ccccc2)n1C,i,i,i,i,i,i,-1,i,i,i,i
O=C(O)c1ccc(-n2cccc2/C=C2/SC(=O)N(CC(=O)N3CCCC3)C2=O)cc1,i,i,i,i,i,i,5,i,i,i,i
C[C@@H]1CN(Cc2cn(C)nc2-c2cccc(Cl)c2)C[C@H](C)O1,i,i,i,i,i,i,-9,i,i,i,i
Cn1ccc(O)c(C#N)c1=O,i,i,i,i,i,i,3,i,i,i,i
Fc1ccc(CSc2nc3ccccc3[nH]2)c2ccccc12,i,i,i,100*,i,i,50*,i,i,i,i
Cc1ccc(NC(=S)NC(NC(=O)Cc2cccc3ccccc23)C(Cl)(Cl)Cl)cc1 (stereo unspecified),i,i,i,i,i,i,20,i,i,i,i
CC(CN(C)Cc1ccccc1)OC(=O)C1COc2ccccc2O1 (stereo unspecified),i,i,i,i,i,i,1,i,i,i,i
CO/N=C/CC(=O)c1ccc(-c2ccccc2)cc1,i,i,i,i,i,i,-1,i,i,i,i
Cc1nc2c3ccccc3nc(NNC(=O)CCC(=O)NC(C)C)n2n1,i,i,i,i,i,i,3,i,i,i,i
O=C(N/N=C/C=C/c1ccccc1)C1CC1c1ccccc1 (stereo unspecified),i,i,i,i,i,i,-7,i,i,i,i
Fc1ccc2c(c1)C(c1ccncc1)=NNC(c1ccccc1)=N2,i,i,i,i,i,i,-1,i,i,i,i
O=C(O)CCCC(=O)Nc1nc2n(n1)C(c1ccc(F)cc1)CC(c1ccc(Cl)cc1)N2 (stereo unspecified),i,i,i,i,i,i,1,i,i,i,i
CC(C)CCOc1ccc(C(=O)NN2C(=O)NC3(CCCCC3)C2=O)cc1,i,i,i,i,i,i,3,i,i,i,i
CCN(CC)CCCNC(=S)N(CCO)Cc1cc2cc3c(cc2[nH]c1=O)OCCO3,i,i,i,i,i,i,2,i,i,i,i
Cc1cc(C)cc(C(=O)NC(=S)Nc2ccc3[nH]c(=O)[nH]c3c2)c1,i,i,i,i,i,i,-4,i,i,i,i
C/C(=N/NC(=O)c1ccco1)c1ccc(Br)s1,i,i,i,i,i,i,-6,i,i,i,i
Cc1ccc2cc(CN(Cc3ccco3)C(=O)C3CCCCC3)c(=O)[nH]c2c1C,i,i,i,i,i,i,3,i,i,i,i
NC(=O)C1CCN(S(=O)(=O)Cc2ccccc2Cl)CC1,i,i,i,i,i,i,3,i,i,i,i
Cc1ccc(N2CC(C(=O)Nc3cc(C(F)(F)F)ccc3N3CCCC3)CC2=O)cc1 (stereo unspecified),i,i,i,i,i,i,-12,i,i,i,i
N#Cc1ccc(C(=O)OCC(=O)N2CCOCC2)cc1,i,i,i,i,i,i,3,i,i,i,i
CCCCOc1nc2ccccc2nc1NS(=O)(=O)c1ccc(F)cc1,i,i,i,25*,i,i,11,i,i,i,i
CN1CCCN(C(=O)c2cc(-c3cccc4ccccc34)nc3ccccc23)CC1,i,i,35*,i,i,i,-2,i,i,i,i
O=C(Nc1ccc(Br)cc1)c1cccc(N2C(=O)C3CCCCC3C2=O)c1 (stereo unspecified),i,i,i,i,i,i,-8,i,i,i,i
C/C(=N/Nc1ccnc2cc(Cl)ccc12)c1ccc(O)cc1,i,i,i,i,i,i,4,i,i,i,i
CN1CCN(C(=O)c2cc(Br)cn2C)CC1,i,i,i,i,i,i,5,i,i,i,i
COc1ccc(NC(=O)C2CCC(C(C)(C)C)CC2)cc1S(=O)(=O)N1CCCCC1 (stereo unspecified),i,i,i,i,i,i,1,i,i,i,i
CC1(C)Cc2nc3sc4c(=O)n(Cc5ccccc5)cnc4c3cc2CS1,i,i,i,i,i,i,-12,i,i,i,i
Cc1ccc(NCC(=O)c2ccc([N+](=O)[O-])cc2)cc1,i,i,i,i,i,i,9,i,i,i,i
Cn1c(=O)oc2cc(S(=O)(=O)NCc3ccc(C(=O)O)cc3)ccc21,i,i,i,i,i,i,-3,i,i,i,i
CCN1C(=O)N(CC)C2C1N(CO)C(=O)N2CO (stereo unspecified),i,i,i,i,i,i,6,i,i,i,i
Cc1ccc(CS(=O)Cc2ccc(C(=O)NCc3cccs3)o2)cc1 (stereo unspecified),i,i,i,i,i,i,-1,i,i,i,i
COc1ccc(CNS(=O)(=O)c2ccc(-n3cnnn3)c(OC)c2)cc1,i,i,i,i,i,i,3,i,i,i,i
CC(=O)NC(=S)Nc1cccc([N+](=O)[O-])c1,i,i,i,i,i,i,-13,i,i,i,i
CCOC(=O)c1ccc(NC(=O)c2ccccc2C)cc1,i,i,i,i,i,i,-1,i,i,i,i
O=C(c1cc(-c2ccccc2)nc2ccccc12)N1CCCC1,i,i,i,i,i,i,-4,i,i,i,i
CCOC(=O)c1c(SCc2ccccc2)n[nH]c1N,i,i,i,i,i,i,4,i,i,i,i
CC(C)CN(C(=O)COC(=O)CCc1nc2ccccc2s1)c1c(N)n(Cc2ccccc2)c(=O)[nH]c1=O,i,i,i,i,i,i,-3,i,i,i,i
O=S(=O)(c1ccc(Br)cc1Cl)N1CCN(CCO)CC1,i,i,i,i,i,i,-15,i,i,83*,i
Cc1ccc(C(=O)Nc2ccc3c(c2)OCO3)cc1,i,i,i,i,i,i,8,i,i,i,i
Cc1ccnc(NC(=O)c2cccc(OC(F)F)c2)n1,i,i,i,i,i,i,1,i,i,i,i
COc1cccc(/C=C2\SC(=S)N(CC3CCCO3)C2=O)c1 (stereo unspecified),i,-6*,i,i,i,i,-3,i,i,i,i
CCOc1cccc(/C=N/NC(=S)NCCN2CCOCC2)c1O,i,i,i,i,i,i,10,i,i,i,i
COc1ccc(NC(=O)Nc2ccccc2SC)cc1,i,i,i,i,i,i,11,i,i,i,i
Cc1ccc(NC(=O)c2cc(S(=O)(=O)NCCc3ccccc3)ccc2F)cc1Cl,i,i,i,i,i,i,43,i,i,i,i
O=C(Oc1cccc(C(=S)N2CCOCC2)c1)c1ccccc1,i,i,i,i,i,i,6,i,i,i,i
Cc1cc(C)c(NC(=O)CS(=O)CC(=O)N2CCN(c3cccc(C)c3C)CC2)c(C)c1 (stereo unspecified),i,i,i,i,i,i,-1,i,i,i,i
Nc1[nH]ncc1-c1ccccc1,i,i,i,i,i,i,-7,i,i,i,i
Cc1nc(C(=O)NCCCO)cc2c1[nH]c1ccccc12,i,i,i,i,i,i,-13,i,i,i,i
CCOC(=O)c1sc(SC)c(C(C)=O)c1C,i,i,i,i,i,i,-6,i,i,i,i
CC1CCN(CCOCCOc2ccccc2Br)CC1,i,i,i,i,i,i,-25,i,i,i,i
Cc1ccc(CCNC(=O)c2nnn(-c3cc(C)cc(C)c3)c2N)cc1,i,i,i,i,i,i,5,i,i,i,i
COc1ccc(C(=O)Nn2c(SCc3cccc([N+](=O)[O-])c3)nc3ccccc3c2=O)cc1,i,i,i,i,i,i,3,i,i,i,i
# New compounds follow.
SMILES,TMEM16A act,TRPC4 inh,MrgX1 agonist,TMEM16A inh,MrgX1 antag,TRPC6 act,SKKanGAS inh,TRPC4 PAM,TRPC6 inh,TRPC4 act,MrgX1 PAM
CS(=O)(=O)N1CCN(CCN2C(=O)c3cccc4cccc(c34)C2=O)CC1,i,i,i,i,i,i,3,i,i,i,i
O=C(CCS(=O)(=O)c1ccc(F)cc1)Nc1nnc(-c2ccco2)o1,i,i,i,i,i,i,-2,i,i,i,i
CCOc1cc(CN2CCOCC2)cc(C(C)=O)c1,i,i,i,i,i,i,-13,i,i,i,i
COCCN1Cc2cccc(C(=O)Nc3c(C)cc(C)cc3C)c2C1=O,i,i,i,i,i,i,1,i,i,i,i
CCCn1cc(CN2CCC(N3CCC(C(=O)N4CCOCC4)CC3)CC2)c(C)n1,i,i,i,i,i,i,-3,i,i,i,i
CCS(=O)(=O)N1CCN(C(=O)CCC2CCCC2)CC1,i,i,i,i,i,i,1,i,i,i,i
COc1cccc(COc2ccc3c(C)cc(=O)oc3c2)c1,i,i,i,i,i,i,-1,i,i,i,i
C=CCNC(=O)NC(=O)COC(=O)[C@H](C)NS(=O)(=O)c1c(C)c(C)cc(C)c1C,i,i,i,i,i,i,-10,i,i,i,i
Cc1ccc(Cl)cc1N1CCN(S(=O)(=O)c2cnc[nH]2)CC1,i,i,i,i,i,i,-8,i,i,i,i
